Screening results: PubChem, Broad Institute
TcdB inh: TcdB glycohydrolase inhibition; TcdB glycohydrolase enzymatic assay, plate reader; 350,000 tested, 0.24% active; AID 652162; inhibition, % at 9.99 µM; P18177; in the data active means inhibition above about 10%
An asterisk follows results filed as active. Not all compounds are listed; the hit share may differ from the screen's.

SMILES	TcdB inh
CS(=O)(=O)Nc1ccc2c(c1)[C@@H]1C[C@@H](CC(=O)NCc3ccccc3F)O[C@H](CO)[C@@H]1O2	0.2
CCS(=O)(=O)Nc1ccc2c(c1)C(=O)N(C)C[C@@H](OC)[C@H](C)CN[C@@H](C)CO2	-0.5
C[C@H](CO)N1C[C@H](C)[C@H](CN(C)C(=O)Nc2ccccc2)Oc2ccc(NC(=O)Cc3cn(C)c4ccccc34)cc2C1=O	0.8
Cc1cc2c(c(=O)o1)[C@@]1(C(=O)N(C)c3ccccc31)C1=C(CC(C)(C)OC1=O)O2	0.5
CC(=O)N1CC[C@H]2[C@@H]1c1cc(-c3ccc(C#N)cc3)ccc1N(C)[C@H]2CO	-0.1
Cc1noc(C)c1NC(=O)Nc1ccc2c(c1)C(=O)N([C@@H](C)CO)C[C@@H](C)[C@@H](CN(C)S(=O)(=O)c1ccccc1)OCCCC[C@@H](C)O2	0.6
COc1ccc(-c2cnc3c(c2)C(=O)N([C@H](C)CO)C[C@@H](C)[C@@H](CN(C)Cc2cccnc2)O3)cc1	0.6
CC(C)NC(=O)N1[C@@H](C#N)[C@H](c2ccc(C#CC3CCCCC3)cc2)[C@@H]1CO	0.9
CSc1nc2c(=O)[nH]cnc2s1	-0.9
Cc1ccc(S(=O)(=O)Nc2ccc3c(c2)CC(=O)N([C@H](C)CO)C[C@@H](C)[C@H](CN(C)C(=O)Nc2c(C)noc2C)O3)cc1	1.7
C[C@@H]1CN([C@@H](C)CO)C(=O)c2c(c3ccccc3n2C)-c2ccccc2CO[C@H]1CN(C)Cc1ccc(O)cc1	-1.9
C[C@@H]1CCCCO[C@H](CN(C)CC2CC2)[C@H](C)CN([C@@H](C)CO)C(=O)c2cc(NC(=O)Nc3ccc(F)cc3)ccc2O1	0.6
O=C(C[C@H]1C=C[C@H](NC(=O)Nc2ccc(C(F)(F)F)cc2)[C@@H](CO)O1)NCc1cc(F)cc(F)c1	-0.2
CN1C[C@@H](O)COC[C@@H]2O[C@@H](CC(=O)NC3CCCC3)CC[C@H]21	-1.1
C[C@H]1CN([C@@H](C)CO)S(=O)(=O)c2ccc(-c3cccc(C#N)c3)cc2O[C@H]1CN(C)C	0.7
COc1ccc(S(=O)(=O)Nc2cccc3c2O[C@H](CN(C)S(=O)(=O)c2cn(C)cn2)[C@H](C)CN([C@@H](C)CO)C3=O)cc1	0.0
COCCNC(=O)C[C@H]1C=C[C@H](NC(=O)NC2CCCC2)[C@H](CO)O1	-0.7
COc1ccc(C#Cc2ccc3c(c2)[C@H]2[C@H](CCN2C(=O)c2ccccn2)[C@@H](CO)N3)cc1	-0.8
C[C@@H]1CN([C@@H](C)CO)C(=O)c2cc(NC(=O)C3CC3)ccc2O[C@H]1CN(C)C(=O)Nc1ccc(F)cc1	0.7
C[C@@H]1CCCCO[C@H](CN(C)C(=O)Nc2ccc(F)cc2)[C@H](C)CN([C@@H](C)CO)C(=O)c2cc(NC(=O)Nc3ccc(C(F)(F)F)cc3)ccc2O1	-7.0
N#C[C@@H]1[C@@H](c2ccc(C#CC3CCCC3)cc2)[C@H](CO)N1S(=O)(=O)c1ccccc1	0.2
C[C@@H]1CN([C@@H](C)CO)C(=O)c2cc(NS(=O)(=O)c3ccc(F)cc3)ccc2O[C@@H]1CN(C)S(=O)(=O)c1cn(C)cn1	0.4
CC(C)NC(=O)Nc1ccc2c(c1)CC(=O)N([C@H](C)CO)C[C@@H](C)[C@@H](CN(C)Cc1ccc(-c3ccccc3)cc1)O2	-0.5
CN1c2ccc(-c3ccccc3)cc2[C@H]2[C@H](CCN2C(=O)c2ccccc2F)[C@H]1CO	0.9
CCCNC(=O)N1CC2(CN(CC3CC3)C2)c2c([nH]c3cc(OC)ccc23)[C@H]1CO	3.3

The list goes on:
SMILES	TcdB inh
O=C(C[C@H]1C[C@@H]2c3cc(NC(=O)Nc4ccccc4F)ccc3O[C@@H]2[C@@H](CO)O1)NCCc1ccccc1	-1.0
C[C@@H]1CN([C@@H](C)CO)C(=O)c2cccc(NS(=O)(=O)c3ccc(F)cc3)c2O[C@@H]1CN(C)Cc1ccc(C(=O)O)cc1	0.1
O=C(Nc1ccccc1)[C@@H]1[C@@H](CO)[C@@H]2Cn3c(cccc3=O)[C@H]1N2Cc1ccncc1	-1.1
C[C@H]1CN([C@@H](C)CO)C(=O)c2cccc(NC(=O)Nc3ccc4c(c3)OCO4)c2O[C@@H]1CN(C)Cc1ccc(Oc2ccccc2)cc1	0.3
C[C@@H]1CCCCO[C@@H](CN(C)S(=O)(=O)c2ccccc2)[C@@H](C)CN([C@H](C)CO)C(=O)c2cc(NS(C)(=O)=O)ccc2O1	0.5
CN(C)Cc1cn(CC[C@H]2CC[C@H](NS(=O)(=O)c3ccc(-c4ccccc4)cc3)[C@H](CO)O2)nn1	0.7
COC(=O)C[C@H]1CC[C@@H]2[C@H](COc3ccc(NC(=O)c4ccccc4F)cc3C(=O)N2C)O1	1.0
C[C@H]1CN([C@@H](C)CO)C(=O)c2cc(NS(=O)(=O)c3cccs3)ccc2O[C@H]1CN(C)S(=O)(=O)c1cn(C)cn1	-0.9
COc1ccc2c3c(n(C)c2c1)[C@H](CO)N(Cc1ccc(F)cc1)CC31CCN(CC2CCOCC2)CC1	-3.4
O=C(C[C@H]1CC[C@H]2[C@@H](COC[C@@H](O)CN2CC2CCCCC2)O1)NCc1ccc(Cl)cc1	0.6
CO[C@H](CN(C)C(=O)Nc1ccc(F)cc1)[C@H](C)CN(Cc1ccccc1Cl)[C@@H](C)CO	0.3
Cc1noc(C)c1NC(=O)Nc1ccc2c(c1)CC(=O)N([C@H](C)CO)C[C@H](C)[C@@H](CN(C)Cc1ccc3c(c1)OCO3)O2	0.5
Cc1ccc(S(=O)(=O)N(C)C[C@H]2Oc3ccc(NC(=O)NC(C)C)cc3CC(=O)N([C@@H](C)CO)C[C@@H]2C)cc1	0.2
CCC(=O)N1CCCCN2[C@H](CO)[C@H](c3ccc(-c4cccc(C(=O)N(C)C)c4)cc3)[C@@H]2C1	0.8
Cc1ccccc1C(=O)N[C@H](C(=O)N1CCC[C@H]1C(=O)NCCc1ccccc1Cl)C1CCCCC1	1.0
O=C(Nc1ccccc1F)N[C@H]1CC[C@@H](CCNC(=O)C2CCCCC2)O[C@@H]1CO	1.6
C[C@@H]1CN([C@@H](C)CO)C(=O)c2cc(NC(=O)c3ccncc3)ccc2O[C@@H]1CN(C)Cc1ccc(Cl)c(Cl)c1	0.7
[N-]=[N+]=Nc1ccccc1C[C@]1(C(=O)N2CCOCC2)N=C(c2ccc(OCCCO)cc2)O[C@H]1c1ccccc1	-0.3
CN(C)C(=O)c1ccc(-c2ccc3c(c2)[C@@H]2[C@@H](CCN2S(=O)(=O)c2cn(C)cn2)[C@@H](CO)N3)cc1	-0.6
CCS(=O)(=O)Nc1ccc2c(c1)C(=O)N(C)[C@H]1CC[C@@H](CC(=O)Nc3ccccc3)O[C@H]1CO2	0.7
C[C@@H]1CN([C@@H](C)CO)C(=O)c2cc(NC(=O)c3ccncc3)ccc2O[C@H]1CN(C)CC1CCCCC1	0.0
COc1ccc(NC(=O)N[C@@H]2CC[C@@H](CCNS(=O)(=O)c3cccc(Cl)c3)O[C@H]2CO)cc1	1.4
O=C(C[C@@H]1C[C@@H]2c3cc(NS(=O)(=O)c4ccc(F)cc4)ccc3O[C@@H]2[C@@H](CO)O1)NCc1cccnc1	-1.2
COCC(=O)N1CC[C@H]2[C@@H]1c1cc(-c3ccc(OC)cc3)ccc1N(C)[C@H]2CO	14*
CC(C)CC#Cc1ccc([C@@H]2[C@H]3CN(C(=O)Cc4cccnc4)CC(=O)N3[C@H]2CO)cc1	1.0

Four of the compounds above, field by field.
> Cc1cc2c(c(=O)o1)[C@@]1(C(=O)N(C)c3ccccc31)C1=C(CC(C)(C)OC1=O)O2
- TcdB inh: 0.5

> CC(=O)N1CC[C@H]2[C@@H]1c1cc(-c3ccc(C#N)cc3)ccc1N(C)[C@H]2CO
- TcdB inh: -0.1

> Cc1noc(C)c1NC(=O)Nc1ccc2c(c1)C(=O)N([C@@H](C)CO)C[C@@H](C)[C@@H](CN(C)S(=O)(=O)c1ccccc1)OCCCC[C@@H](C)O2
- TcdB inh: 0.6

> COc1ccc(-c2cnc3c(c2)C(=O)N([C@H](C)CO)C[C@@H](C)[C@@H](CN(C)Cc2cccnc2)O3)cc1
- TcdB inh: 0.6

Molecules from the list above that have a CF3 group, in the order listed:
SMILES	TcdB inh
O=C(C[C@H]1C=C[C@H](NC(=O)Nc2ccc(C(F)(F)F)cc2)[C@@H](CO)O1)NCc1cc(F)cc(F)c1	-0.2
C[C@@H]1CCCCO[C@H](CN(C)C(=O)Nc2ccc(F)cc2)[C@H](C)CN([C@@H](C)CO)C(=O)c2cc(NC(=O)Nc3ccc(C(F)(F)F)cc3)ccc2O1	-7.0

Next records.
SMILES	TcdB inh
Cc1noc(C)c1S(=O)(=O)Nc1ccc2c(c1)C(=O)N([C@H](C)CO)C[C@@H](C)[C@H](CN(C)Cc1ccc(Cl)c(Cl)c1)O2	-3.3
C[C@H]1CN([C@@H](C)CO)S(=O)(=O)c2ccc(C#CC(C)(C)O)cc2O[C@@H]1CN(C)C	0.5
N#C[C@H]1[C@@H](c2ccc(C#Cc3cccc(F)c3)cc2)[C@H](CO)N1C(=O)C1CCCC1	0.2
COCC(=O)N1CC2(C1)[C@H](c1ccc(-c3ccccc3)cc1)[C@@H](CO)N2C(=O)COC	0.2
CN1CCCCN2[C@H](CO)[C@H](c3ccc(-c4ccccc4)cc3)[C@H]2C1	0.8
Cc1ccc(S(=O)(=O)Nc2cccc3c2O[C@@H](CN(C)S(=O)(=O)c2ccccc2)[C@@H](C)CN([C@@H](C)CO)C3=O)cc1	-1.0
CO[C@@H]1CN(C)C(=O)c2cc(NS(=O)(=O)c3ccc(-c4ccccc4)cc3)ccc2OC[C@H](C)NC[C@H]1C	-1.1
OC[C@H]1[C@H](c2ccccc2)C2(CN(Cc3ccncc3)C2)N1Cc1ccncc1	0.8
O=C(c1ccccc1)N1CC[C@@H]2[C@H](CO)Nc3ccc(C#CC4CCCCC4)cc3[C@@H]21	-0.7
O=C(c1ccccc1)N1C[C@H]2[C@@H](c3ccccc31)[C@H](CO)N2C(=O)c1ccccn1	-0.3
C[C@@H]1CN([C@H](C)CO)S(=O)(=O)c2ccc(-c3cccc(C#N)c3)cc2O[C@@H]1CN(C)C(=O)C1CC1	-1.5
C[C@H]1CN([C@@H](C)CO)C(=O)c2cc(NC(=O)NC3CCCCC3)ccc2O[C@H]1CN(C)C(=O)Nc1ccccc1	-3.0
Cc1noc(C)c1NC(=O)Nc1ccc2c(c1)C(=O)N([C@H](C)CO)C[C@H](C)[C@H](CN(C)C(=O)NC(C)C)OCCCC[C@@H](C)O2	-8.7
O=C(NCC[C@H]1CC[C@@H](NS(=O)(=O)c2ccc(F)cc2)[C@@H](CO)O1)Nc1ccc(F)cc1	0.3
C[C@@H]1CN([C@H](C)CO)C(=O)c2cc(C3=CCCC3)cnc2O[C@H]1CN(C)C	0.1
COc1ccc(S(=O)(=O)Nc2ccc3c(c2)C(=O)N([C@H](C)CO)C[C@@H](C)[C@@H](CN(C)C(=O)Nc2ccc(C(F)(F)F)cc2)O3)cc1	-4.9
C[C@@H]1CN([C@@H](C)CO)S(=O)(=O)c2ccc(C#Cc3ccc(F)cc3)cc2O[C@@H]1CN(C)C(=O)NC1CCCC1	0.7
C[C@H](CO)N1C[C@H](C)[C@@H](CN(C)Cc2ccc(C(=O)O)cc2)Oc2ccc(NC(=O)Nc3cccc4ccccc34)cc2CC1=O	-0.2
C[C@H](CO)N1C[C@H](C)[C@@H](CN(C)Cc2ccc(Oc3ccccc3)cc2)Oc2c(NC(=O)Nc3cccc4ccccc34)cccc2C1=O	0.6
CCC(=O)N1CC2(C1)[C@H](c1ccccc1)[C@H](CO)N2S(=O)(=O)Cc1ccccc1	-0.4
CNC(=O)C[C@H]1CC[C@@H]2[C@H](COC[C@H](O)CN2C(=O)c2ccc3c(c2)OCO3)O1	-0.4
CO[C@H]1CN(C)C(=O)c2ccc(NC(=O)c3ccccc3)cc2OC[C@H](C)N(C(=O)CN(C)C)C[C@H]1C	-0.8
CO[C@@H]1CN(C)C(=O)c2ccc(NC(=O)c3cccc(F)c3)cc2OC[C@H](C)NC[C@@H]1C	-1.5
C[C@H]1CCCCO[C@H](CN(C)S(C)(=O)=O)[C@@H](C)CN([C@@H](C)CO)C(=O)c2cc(NS(=O)(=O)c3ccccc3)ccc2O1	0.9
CC(=O)N1[C@H](CO)[C@H]2c3ccccc3N(S(=O)(=O)c3ccccc3)C[C@H]21	0.1

Of the compounds above, these contain an NH in an aromatic ring.
SMILES	TcdB inh
CSc1nc2c(=O)[nH]cnc2s1	-0.9
CCCNC(=O)N1CC2(CN(CC3CC3)C2)c2c([nH]c3cc(OC)ccc23)[C@H]1CO	3.3

Following part.
SMILES	TcdB inh
COC(=O)[C@@H]1[C@@H](CO)[C@@H]2Cn3c(ccc(-c4cccc(F)c4)c3=O)[C@@H]2N1S(C)(=O)=O	-0.4
Cc1noc(C)c1NC(=O)Nc1ccc2c(c1)C(=O)N([C@H](C)CO)C[C@H](C)[C@@H](CN(C)C)O2	-0.4
C[C@@H]1CN([C@H](C)CO)C(=O)c2cc(NS(=O)(=O)c3cccs3)ccc2O[C@@H]1CN(C)C(=O)Nc1ccc2c(c1)OCO2	-0.6
C[C@H]1CN([C@@H](C)CO)S(=O)(=O)c2ccc(-c3ccc(F)cc3)cc2O[C@@H]1CN(C)C(=O)Nc1ccccc1F	0.4
CCS(=O)(=O)N1CCCCN2[C@@H](CO)[C@H](c3ccc(-c4ccccc4F)cc3)[C@@H]2C1	1.0
C[C@@H]1CN([C@@H](C)CO)C(=O)c2cccc(NC(=O)C3CCCCC3)c2O[C@H]1CN(C)C(=O)Nc1ccc(F)cc1	0.5
O=C(C[C@@H]1C=C[C@H](NC(=O)C2CC2)[C@H](CO)O1)Nc1ccccc1	0.1
CCN1[C@@H]2c3ccc(C4=CCCCC4)c(=O)n3C[C@@H]2[C@@H](CO)[C@@H]1C(=O)N(C)C	0.1
COCC(=O)Nc1ccc2c(c1)C(=O)N(C)C[C@@H](OC)[C@@H](C)CN(Cc1ccccn1)[C@H](C)CO2	-0.9
